Compound activity (PubChem BioAssay)
hIAP act: human IAP activators, primary screen, biochemical, luminescence, uHTS. purified human IAP, CDP-Star luminescence, 30 min; active compounds read high; 1 = vehicle-only enzyme, 0 = enzyme-free background. 0.16% of 330,000 active. Intestinal-type alkaline phosphatase (Homo sapiens), P09923. activation factor at 10 µM. AID 2524, 2010;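 active = activation factor of the enzyme at least 2-fold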; also: the source names both 10 and 20 µM as test concentration; values of inactives mirror those of a sister screen read the other way
A3A deaminase: APOBEC3A ssDNA deaminase inhibitors, primary screen, selectivity assay for APOBEC3G inhibitor project, biochemical, FAM/TAMRA oligo cleavage fluorescence. 0.41% of 330,000 active. DNA dC->dU-editing enzyme APOBEC-3A (Homo sapiens), P31941. inhibition, % at 20 µM. AID 493011, 2011. recombinant A3A, FAM/TAMRA ssDNA deamination fluorescence;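 active = at least 40% inhibition at 20 µM here, with at most 30% in a related deaminase screen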;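 also: plate controls were A3A with DMSO for no effect and wells lacking A3A enzyme for full effect; some results filed as inactive read as strong as hits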
Target sequence (P31941 whole entry, looked up): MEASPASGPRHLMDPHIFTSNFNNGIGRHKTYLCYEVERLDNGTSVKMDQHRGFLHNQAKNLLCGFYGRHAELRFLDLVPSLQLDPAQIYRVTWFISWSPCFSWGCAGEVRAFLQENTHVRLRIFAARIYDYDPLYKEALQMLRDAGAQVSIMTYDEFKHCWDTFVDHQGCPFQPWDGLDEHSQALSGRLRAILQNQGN
mIAP act: activators of mouse IAP, primary screen, biochemical, luminescence, uHTS | 0.24% of 330,000 active | muIAP, CDP-Star luminescence, 30 min; active compounds read high; 1 = vehicle-only enzyme signal, 0 = enzyme-free wells | activation factor at 10 µM | intestinal alkaline phosphatase [Mus musculus];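 active = activation factor of at least 2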; also: the source names both 10 and 20 µM as test concentration; values of inactives mirror those of a sister screen read the other way
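Assay system: mouse IAP enzyme / Compound: DMSO-dissolved test compounds / Timing: 30 min, room temperature / Measured by: luminescence from enzymatic CDP-Star hydrolysis / Control set: DMSO-only wells, enzyme-free buffer wells as negative control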
mIAP inh: inhibitors of mouse IAP, primary screen, biochemical, luminescence, uHTS; intestinal alkaline phosphatase [Mus musculus]; purified mouse IAP, CDP-Star luminescence, 30 min; inhibition, % at 10 µM; 0.2% of 330,000 active; AID 2806, 2010;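 active = inhibition of at least 40% at 10 µM in the primary screen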;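 also: plate controls were DMSO with enzyme for no effect and no enzyme wells for full effect; values of inactives mirror those of a sister screen read the other way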
GRIN3A LBD mod: binders of NR3A ligand-binding domain, primary screen, biophysical, differential scanning fluorimetry, uHTS; Glutamate receptor ionotropic, NMDA 3A (GRIN3A) ligand-binding domain; NR3A LBD differential scanning fluorimetry, Tm shift; 0% = protein alone, 100% = glycine-bound protein; Tm shift relative to glycine control, % at 25 µM; 2.5% of 340,000 active;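 active = melting temperature shift of at least 10% of the positive control shift, at one fixed dose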
hIAP block: human IAP inhibitors, primary screen, biochemical, luminescence, uHTS; purified IAP, CDP-Star luminescence, 30 min; inhibition, % at 10 µM; 0.12% of 330,000 active; AID 2544, 2010;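 active = inhibition reaching a set limit with compound at 10 µM in the primary screen, cut at about 35% in these data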;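 also: plate controls were DMSO wells with enzyme for no effect and no-enzyme buffer wells for full effect; values of inactives mirror those of a sister screen read the other way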
APOBEC3G inh: APOBEC3G DNA deaminase inhibitors, primary screen, biochemical, fluorescence, single-stranded DNA substrate, uHTS; DNA dC->dU-editing enzyme APOBEC-3G (Homo sapiens), Q9HC16; recombinant A3G, ssDNA deamination FAM/TAMRA fluorescence; inhibition, % at 20 µM; 0.28% of 330,000 active; AID 493012, 2011;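 active = inhibition of at least 40% at 20 µM, with no more than 30% in the related APOBEC3A deaminase screen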;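 also: plate controls were DMSO wells with A3G for no effect and wells lacking A3G enzyme for full effect; some compounds called inactive have numbers as strong as hits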
Target sequence (Q9HC16 whole entry, looked up): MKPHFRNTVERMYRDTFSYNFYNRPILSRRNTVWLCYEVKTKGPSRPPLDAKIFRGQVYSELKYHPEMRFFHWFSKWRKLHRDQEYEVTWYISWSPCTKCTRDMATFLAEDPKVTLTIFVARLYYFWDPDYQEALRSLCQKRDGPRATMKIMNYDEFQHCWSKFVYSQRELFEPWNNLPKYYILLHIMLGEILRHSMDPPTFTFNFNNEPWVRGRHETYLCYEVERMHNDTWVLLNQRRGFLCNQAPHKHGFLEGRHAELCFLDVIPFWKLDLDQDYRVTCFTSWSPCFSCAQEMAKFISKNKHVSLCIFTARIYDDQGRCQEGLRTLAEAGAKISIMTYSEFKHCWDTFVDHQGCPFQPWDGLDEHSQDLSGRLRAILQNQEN
beta cell repl: inducers of MIN6 beta-cell proliferation, primary screen, ATP luminescence, uHTS; MIN6 cells proliferation, ATPlite luminescence, 48 h; cells starved in 0.2% serum; 100% = growth in 10% serum; 0.29% of 330,000 active; proliferation, % at 10 µM; AID 2380, 2010;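 active = compounds whose signal lies at least 3.5 SD above the mean of all wells on their plate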;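 also: 0% = DMSO-treated cells in low-serum medium and 100% = 10% serum control; some compounds called inactive have numbers as strong as hits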
MPTP block: mitochondrial permeability transition pore inhibitors, primary screen, biochemical, isolated mouse mitochondria, absorbance; Ca2+ swelling absorbance, 30 min; inhibition, % at 10 µM; 1.4% of 360,000 active; AID 602449, 2012;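 active = inhibition of 50% or more, scaled per plate between neutral and stimulator controls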;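 also: 0% = DMSO wells given calcium and 100% = 1 mM EGTA wells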
Starred values were filed as active, the others as inactive.

SMILES	hIAP act	A3A deaminase	mIAP act	mIAP inh	GRIN3A LBD mod	hIAP block	APOBEC3G inh	beta cell repl	MPTP block
CCOC(=O)N1CCC(N2C(=O)c3ccc(C(=O)Nc4ccc(OC)cc4)cc3C2=O)CC1	1.3	-3	1	-3	3	-32	-3	0	-0.1
O=C1NC2C(NC(=O)N2C2CCCCC2)N1C1CCCCC1 (stereo not given)	1	-2	0.94	6	0	-2	-9	-2	-0.1
CCOc1ccccc1N1CCN(C(=O)c2c(Cl)cnn2C)CC1	1.2	-3	1	0	1	-16	-7	6	-0.3
CCN(CC(=O)Nc1ccc(OC)cc1)CC(=O)Nc1ccc(Br)cc1F	0.99	-2	0.98	2	-26	1	-5	3	3.4
CCC(C)N(C(=O)COC(=O)c1nc(Cl)ccc1Cl)C1CCS(=O)(=O)C1 (stereo not given)	1	5	1	-2	-2	-1	5	1	-1.4
CC(=O)c1ccc(S(=O)c2ccccc2)cc1 (stereo not given)	1	-2	0.95	5	-2	-2	-3	3	-0.7
O=C(Nc1ccccc1)c1ccc2c(c1)OCCO2	1.1	3	0.94	6	-1	-6	-2	-6	-0.8
CCOc1ccc(C2=Nn3c(nnc3-c3ccccc3)SC2)cc1Cl	1.1	2	0.93	7	0	-13	3	6	1.8
CC(C)CCNc1nc2c(c(=O)n(Cc3cccc(F)c3)c(=O)n2C)n1C	0.85	-1	1.1	-7	-14	15	-3	-2	3.7
COc1ccc(C(=O)/C=C/Nc2ccc(S(N)(=O)=O)cc2)cc1OC	0.98	0	1	-2	0	2	-2	0	-1.6
CC1CC(C)(C)NC(=S)N1CC(=O)N1CCN(Cc2ccccc2)CC1 (stereo not given)	0.98	2	1	-5	0	2	-4	-1	1.0
CSCCC(NS(=O)(=O)c1ccc(Br)cc1)C(=O)OCC(=O)NC1CC1 (stereo not given)	0.97	2	0.88	12	2	3	0	0	1.8
Cc1c(NC(=O)Nc2cc(Cl)ccc2Cl)c(=O)n(-c2ccccc2)n1C	1	3	0.99	1	-1	-3	-3	-5	-0.2
CN(C(=O)CSc1ncnc2sc(-c3ccccc3)cc12)C1CCS(=O)(=O)C1 (stereo not given)	1.1	-5	0.98	2	-3	-8	-4	-2	4.0
COc1cccc(NC(=O)c2cccc(N3C(=O)C4CCC(C)CC4C3=O)c2)c1 (stereo not given)	0.97	-5	0.93	7	-5	3	-15	2	-0.2
Cc1ccc(C)c(Nc2cc(C)nc3ccccc23)c1	1.4	3	1.1	-6	-2	-37	4	-2	28
CCOc1ccc(OCC)c(NS(=O)(=O)c2ccc3c(c2)CCN3C(=O)C2CCC2)c1	0.84	2	0.95	5	-15	16	1	0	4.6
CCC(C)(C)NC(=O)C(c1ccc(F)cc1)N(Cc1ccc(OC)cc1)C(=O)c1cnccn1 (stereo not given)	0.86	-1	1.1	-8	-4	14	-1	5	-1.5
CC(C)c1ccc(NC2CCCN(C(=O)CCN3CCCO3)C2)cc1 (stereo not given)	0.97	-3	1	-2	1	2	-2	0	-0.3
CC(=O)NCc1ccc(-c2csc(-c3cccs3)n2)cc1	0.91	1	1	-4	1	9	-7	-1	-1.2
COCCOC(=O)c1c(C)oc2ccc(OC(=O)c3c(OC)cccc3OC)cc12	0.9	0	0.89	11	1	10	-1	1	2.6
CCN1C(=S)SC(=O)C1=C1C=C(C)OC(C)=C1	0.94	-6	0.8	20	0	6	-3	2	-2.9
Cc1ncc(CN2CCN(Cc3ccc(F)cc3)C(CCO)C2)s1 (stereo not given)	0.97	4	0.98	2	0	3	-1	-2	-1.4
Cc1csc(SCCn2c(Br)nc3c2c(=O)[nH]c(=O)n3C)n1	1.2	-4	1	-4	7	-22	-3	-2	-2.1
COCCN1CC(C(=O)NCCc2nc(C)c(C)s2)CCC1=O (stereo not given)	0.92	-3	0.94	6	-1	8	-4	3	-0.1
CCN1CCN(C(=O)c2cc3c(s2)-c2ccccc2S(=O)(=O)C3)CC1	0.96	4	1.1	-7	0	4	9	3	-1.0
NC(=O)CN1CCN(C2CC(=O)N(CCc3ccccc3)C2=O)CC1 (stereo not given)	0.91	21	0.95	5	0	9	-9	-2	-0.9
C[C@@H](C(=O)N[C@@H](Cc1c[nH]c2ccccc12)C(=O)O)n1nnc2ccccc2c1=O	1.2	-1	0.93	7	-4	-22	-3	-1	-0.1
CCc1cccc(C)c1NC(=S)NCc1cccn1C	0.86	0	0.85	15	-4	14	-2	-2	0.2
CC(C#N)(Nc1ccc(Cl)cc1)c1cccnc1 (stereo not given)	1.1	1	0.87	13	16*	-8	1	0	-12
CC(=O)OC1CCC(OC(C)=O)c2c1n([O-])c(C)c(C)[n+]2=O (stereo not given)	0.89	-1	0.97	3	0	11	-7	2	-2.5
C/C(=N\NC(=O)c1cccc(S(=O)(=O)N2CCOCC2)c1)c1ccc(C)cc1	1.1	-3	0.94	6	1	-6	-6	0	-0.9
CCOC(=O)N1CCC(NC(=O)C2CCN(C(=O)N3CC(C)Oc4ccc(C)cc43)CC2)CC1 (stereo not given)	0.98	-3	1.1	-10	-1	2	-3	-1	0.1
O=[N+]([O-])c1cccc(NC2=NCCC2)c1	1.2	-1	0.95	5	-1	-18	-5	-2	0.2
CCOc1ccc(CCNC(=O)c2cc(C)nc3ccccc23)cc1OCC	1.1	-1	1	-2	-1	-10	-4	1	-0.7
COc1ccc(NS(=O)(=O)c2ccc3oc(SC(C)C(N)=O)nc3c2)cc1 (stereo not given)	0.85	-1	0.9	10	0	15	-8	-5	3.8

Gathered by group, the compounds so far containing an aryl thioether with sulfur outside any ring (three)
SMILES	hIAP act	A3A deaminase	mIAP act	mIAP inh	GRIN3A LBD mod	hIAP block	APOBEC3G inh	beta cell repl	MPTP block
CN(C(=O)CSc1ncnc2sc(-c3ccccc3)cc12)C1CCS(=O)(=O)C1 (stereo not given)	1.1	-5	0.98	2	-3	-8	-4	-2	4.0
Cc1csc(SCCn2c(Br)nc3c2c(=O)[nH]c(=O)n3C)n1	1.2	-4	1	-4	7	-22	-3	-2	-2.1
COc1ccc(NS(=O)(=O)c2ccc3oc(SC(C)C(N)=O)nc3c2)cc1 (stereo not given)	0.85	-1	0.9	10	0	15	-8	-5	3.8

(further entries)
SMILES	hIAP act	A3A deaminase	mIAP act	mIAP inh	GRIN3A LBD mod	hIAP block	APOBEC3G inh	beta cell repl	MPTP block
NC(=O)C1CCN(C(=O)COc2ccc3c4c(c(=O)oc3c2)CCC4)CC1	0.94	-2	0.89	11	1	6	-1	-1	-1.6
CCOC(=O)C1CCN(CCC(=O)Nc2cccc(Cl)c2)CC1	1	0	0.89	11	0	-2	-2	-1	1.7
COc1cccc(Cc2n[nH]c(=S)n2Cc2ccco2)c1	0.93	-2	0.95	5	1	7	40	-1	3.0
N#CCSc1nc2sccc2c(=O)n1-c1ccccc1	1	-1	1	-2	-1	-2	11	0	-1.6
Cc1cc(NC(=O)COC(=O)c2oc3c(Cl)cccc3c2C)no1	0.99	-3	0.94	6	-5	1	2	0	2.7
C=CCNc1nc(C2(C)CC3(CC(C)(C)OC3=O)C(=O)O2)cs1 (stereo not given)	1	-1	1	-1	1	-1	4	3	3.1
COc1cc(/C=C/C(=O)OCC(=O)N2CCC(C)CC2)ccc1O	0.94	2	0.97	3	3	6	-3	-2	1.1
COc1ccc(/C(C)=N/NC(=O)c2ccc(CSc3cccc4cccnc34)cc2)cc1OC	0.95	0	0.94	6	-1	5	-3	4	-1.1
Cc1cc(N)ccc1NC(=O)CN1CCOCC1	1	-3	1	-2	0	-1	-4	0	-0.5
CCn1cc(Cl)c(C(=O)Nc2ccc3c(c2)OCCO3)n1	0.85	-4	1.1	-10	2	15	-7	-2	0.3
O=C(NCc1ccc(Cl)cc1)c1ccccc1Oc1ccccc1	1.2	-3	1.1	-10	1	-16	-7	0	1.3
COC(=O)[C@]1(C)CCC[C@@]2(C)C3CC[C@@]4(C)C[C@]3(CCC21)CC(=O)N4C (stereo not given in full)	1.1	-2	1.1	-7	-2	-10	-7	-3	-0.6

4 compounds drawn at random from those above, as already listed:
SMILES	hIAP act	A3A deaminase	mIAP act	mIAP inh	GRIN3A LBD mod	hIAP block	APOBEC3G inh	beta cell repl	MPTP block
Cc1cc(N)ccc1NC(=O)CN1CCOCC1	1	-3	1	-2	0	-1	-4	0	-0.5
C=CCNc1nc(C2(C)CC3(CC(C)(C)OC3=O)C(=O)O2)cs1 (stereo not given)	1	-1	1	-1	1	-1	4	3	3.1
COc1ccc(/C(C)=N/NC(=O)c2ccc(CSc3cccc4cccnc34)cc2)cc1OC	0.95	0	0.94	6	-1	5	-3	4	-1.1
CCn1cc(Cl)c(C(=O)Nc2ccc3c(c2)OCCO3)n1	0.85	-4	1.1	-10	2	15	-7	-2	0.3

Compounds listed so far that contain a thiophene ring, fused or not:
SMILES	hIAP act	A3A deaminase	mIAP act	mIAP inh	GRIN3A LBD mod	hIAP block	APOBEC3G inh	beta cell repl	MPTP block
CN(C(=O)CSc1ncnc2sc(-c3ccccc3)cc12)C1CCS(=O)(=O)C1 (stereo not given)	1.1	-5	0.98	2	-3	-8	-4	-2	4.0
CC(=O)NCc1ccc(-c2csc(-c3cccs3)n2)cc1	0.91	1	1	-4	1	9	-7	-1	-1.2
CCN1CCN(C(=O)c2cc3c(s2)-c2ccccc2S(=O)(=O)C3)CC1	0.96	4	1.1	-7	0	4	9	3	-1.0
N#CCSc1nc2sccc2c(=O)n1-c1ccccc1	1	-1	1	-2	-1	-2	11	0	-1.6

Remaining list, next part.
SMILES	hIAP act	A3A deaminase	mIAP act	mIAP inh	GRIN3A LBD mod	hIAP block	APOBEC3G inh	beta cell repl	MPTP block
COc1ccc(C)cc1S(=O)(=O)NC(C)C(=O)NC1CC1 (stereo not given)	1.1	-1	1	-2	1	-8	-7	-1	1.9
O=C(NCCCN1CCOCC1)c1ccc(Br)s1	0.93	-2	0.94	6	0	7	-4	3	-1.4
COCCN(C(=O)COC(=O)CCCOc1ccc(OC)cc1)c1c(N)n(Cc2ccccc2)c(=O)[nH]c1=O	0.87	-1	0.88	12	2	13	-1	0	0.0
CCc1nnc(NC(=O)CCC(=O)N2CCN(C3c4ccccc4-c4ccccc43)CC2)s1	0.9	-3	0.88	12	4	10	-6	-3	2.2
Cn1c(C2=C(O)CN(c3ccccc3)C2=N)nc2ccccc21	0.92	-4	1	-1	0	8	-10	1	-2.0
O=[N+]([O-])c1cc([N+](=O)[O-])c(Oc2c(F)cc(F)cc2F)cc1NN1CCCCC1	0.84	-7	1.1	-5	0	16	-11	-7	0.0
O=C(COC(=O)C1CC2C=CC1C2)Nc1cccc(S(=O)(=O)N2CCOCC2)c1 (stereo not given)	1.2	9	1.1	-6	0	-24	-3	-2	2.0
O=C(COc1ccc(C(=S)N2CCCC2)cc1)Nc1ccccc1C(F)(F)F	1.1	-5	1	0	0	-13	-7	0	-1.3
